BRCA1 expr up = activators of BRCA1 expression | MCF7-BRCA1-FFLuc reporter, luminescence, 48 h; response scale: scaled: vehicle 0%, 10 µM genistein 100% | Potency, µM (top dose mostly 46.1 µM), for inactives: at the top dose activation, hits mostly activators | actives 1.1% (n = 380,000) | AID 624202; further: potency means the concentration at half of the fitted maximal effect; nearly all actives have a fitted effect of over 80% in size; some results filed as inactive show a strong effect at the top dose
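Activators of BRCA1 expression were detected as increased firefly luciferase luminescence in engineered MCF7 cells after 48 h compound incubation. Signals were scaled to genistein 10 microM as full activation.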
RORgamma inh = ROR gamma (mouse) transcription inhibition | P51450 | Drosophila S2 Gal4-RORgamma UAS-luciferase reporter, 20 h | Potency, µM (top dose mostly 53.6 µM), for inactives: top-dose activity change, negative = inhibition, most hits filed as inhibitors | actives 5.4% (n = 310,000) | AID 2551; further: potency means the concentration at half of the fitted maximal effect; on the % scale 0 is the no-effect control and ±100 the full control effect; nearly all actives have a fitted effect of over 60% in size
Target sequence (P51450 whole entry, looked up, the tested form may be a part): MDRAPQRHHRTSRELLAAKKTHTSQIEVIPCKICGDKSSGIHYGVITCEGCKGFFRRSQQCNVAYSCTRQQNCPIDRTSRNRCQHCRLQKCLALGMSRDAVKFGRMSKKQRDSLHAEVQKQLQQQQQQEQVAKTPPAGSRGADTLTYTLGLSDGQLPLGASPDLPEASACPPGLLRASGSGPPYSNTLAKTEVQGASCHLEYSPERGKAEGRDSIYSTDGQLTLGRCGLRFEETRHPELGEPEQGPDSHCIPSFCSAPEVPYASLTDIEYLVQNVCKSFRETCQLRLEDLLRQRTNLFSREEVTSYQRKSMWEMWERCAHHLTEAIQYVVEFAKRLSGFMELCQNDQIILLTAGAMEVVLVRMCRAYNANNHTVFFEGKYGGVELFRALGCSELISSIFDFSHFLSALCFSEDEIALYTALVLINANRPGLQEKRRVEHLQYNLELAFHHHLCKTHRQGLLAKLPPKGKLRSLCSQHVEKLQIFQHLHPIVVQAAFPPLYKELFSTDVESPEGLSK
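ROR gamma transcriptional activity was tracked as Gal4-UAS luciferase output in stably transfected Drosophila Schneider cells, with compound added 1 hr before 700 uM copper sulfate induction and a 20 hr ambient-temperature incubation.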
NPC1 prom act = NPC1 promoter activation; Huh7 NPC1 promoter luciferase reporter, 24 h; Potency, µM (top dose mostly 9.22 µM), for inactives: top-dose activation, hits mostly activators; actives 2.4% (n = 320,000);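 further: potency means the concentration at half of the fitted maximal effect; % of control where 0% means no effect; nearly all actives have a fitted effect of over 60% in size; reporter is driven by a mutant NPC1 promoter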
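Luminescence from an NPC1 promoter-driven luciferase reporter in stably transfected Huh7 cells was measured after 24 h compound treatment at 37 °C, followed by 10 min ambient incubation with luciferase detection reagent.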
PKM2 activator = increases activity of human pyruvate kinase M2 | P14618 | purified PKM2, Kinase-Glo ATP luminescence, activation; response scale: 0% is enzyme alone, no compound | Potency, µM (highest dose often 57.5 µM), for inactives: at the highest dose activation, actives largely listed as activators | actives 0.34% (n = 260,000) | AID 1631; further: potency means the concentration at half of the fitted maximal effect; on the % scale 0 is the no-effect control and ±100 the full control effect; nearly all actives have a fitted effect of over 55% in size
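hPK-M2, >95% pure; 0.1 mM ADP / 0.5 mM PEP final; imidazole pH7.2 buffer w/ 7 mM MgCl2, 50 mM KCl; 1 h RT; Kinase-Glo lum. Intermediate enzyme activity for dual inhibitor/activator qHTS.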
Giardia killer = kills Giardia lamblia | Giardia lamblia trophozoite viability | actives 0.15% (n = 340,000) | activity change, % at 7.66 µM, hits read low | AID 540267; in the data active means activity change below about -80%; inconclusive means between about -30% and that limit;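 further: parasites exposed to compound for two days anaerobically before the ATP read; on the % scale 0 is the no-effect control and ±100 the full control effect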
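Trophozoites 100 cells/well + cpd; 48 hrs, 37 deg C, anaerobic. ATPLite 1-Step added, 15-30 min RT, luminescence read (ATP-based viability).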
VP16 counter = counter-screen for ROR gamma inhibitors: Gal4-VP16 reporter; Drosophila S2 Gal4-VP16 UAS-luciferase, luminescence, 20 h; Potency, µM (highest dose often 53.6 µM), inactives show at the top dose activity, negative = inhibition, most hits filed as inhibitors; actives 3.5% (n = 310,000); AID 2546;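 further: Gal4-VP16 expression switched on by copper sulfate through the metallothionein promoter; potency means the concentration at half of the fitted maximal effect; on the % scale 0 is the no-effect control and ±100 the full control effect; nearly all actives have a fitted effect of over 50% in size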
ELG1 genotox = genotoxicity induction in ELG1-luciferase HEK293T cells; Potency, µM (titrated, usually from 46 µM), for the others: top-dose activity change, positive = activation, actives largely listed as activators; actives 1.3% (n = 330,000); HEK293T ELG1-luciferase reporter, luminescence, 16 h; further: potency means the concentration at half of the fitted maximal effect; % of control where 0% means no effect; nearly all actives have a fitted effect of over 60% in size
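Screening used a luciferase reporter fused to human ELG1 in HEK293T cells. Luminescence was read on a CCD plate imager after 16 hr exposure and 30 min ONE-Glo incubation.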
Menin MLL FP TR = menin-MLL binding inhibition, Texas Red mutant peptide | O00255 | Menin + Texas Red MLL mutant peptide, fluorescence polarization | Potency, µM (highest dose often 61.6 µM), inactives show top-dose FP activity change, negative = inhibition, actives largely listed as inhibitors | actives 0.23% (n = 270,000) | AID 1768; active means well fitted inhibition curve with a large enough effect in the polarisation, with a control signal flat, not every such curve was filed as active; inconclusive means small, poorly fitted or top-dose-only effect, or effect the other way, or a change in a side signal; inactive means no such curve, though single readings can be large or run the other way; the % refers to the polarisation; further: potency means the concentration at half of the fitted maximal effect; % of control where 0% means no effect; many of its hits are not listed in these tables
Target sequence (O00255 whole entry, looked up): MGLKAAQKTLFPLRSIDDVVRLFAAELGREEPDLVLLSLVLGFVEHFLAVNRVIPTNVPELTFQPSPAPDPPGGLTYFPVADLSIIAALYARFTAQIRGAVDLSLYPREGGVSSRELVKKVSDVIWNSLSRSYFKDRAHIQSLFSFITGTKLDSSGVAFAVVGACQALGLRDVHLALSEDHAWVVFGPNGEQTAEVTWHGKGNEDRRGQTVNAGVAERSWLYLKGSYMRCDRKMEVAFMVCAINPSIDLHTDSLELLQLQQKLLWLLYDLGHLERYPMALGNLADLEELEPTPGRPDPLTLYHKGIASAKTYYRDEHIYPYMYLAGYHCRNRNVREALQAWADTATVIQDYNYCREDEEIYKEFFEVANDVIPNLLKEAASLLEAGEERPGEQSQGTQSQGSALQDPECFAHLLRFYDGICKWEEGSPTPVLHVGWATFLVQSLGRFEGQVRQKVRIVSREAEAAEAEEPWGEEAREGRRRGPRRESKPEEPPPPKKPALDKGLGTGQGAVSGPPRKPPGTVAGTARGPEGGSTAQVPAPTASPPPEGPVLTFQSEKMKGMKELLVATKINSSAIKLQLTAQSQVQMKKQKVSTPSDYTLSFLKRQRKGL
p53 reactivation = re-activators of mutant p53; H1299 p53-A138V BP100-luciferase reporter, luminescence, 24 h; Potency, µM (series often up to 92.2 µM), inactives show at the top dose activity change, positive = activation, hits mostly activators; actives 0.063% (n = 320,000); further: potency means the concentration at half of the fitted maximal effect; % of control where 0% means no effect; nearly all actives have a fitted effect of over 45% in size
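H1299 (p53-null), stable ts p53-A138V + BP100-Luc; 1000 cells/well, Opti-MEM/10% FBS; cpd 4 pt, 1:5; 24 h, 37 deg C, 5% CO2; detection reagent 10 min RT; luminescence.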
FLuc modulator = counter-screen for miR-21 project: firefly luciferase inhibitors or activators; P08659; purified FLuc, Km substrates, luminescence inhibition; Potency, µM (doses to about 57.5 µM), for inactives: at the top dose activity change, negative = inhibition, actives largely listed as inhibitors; actives 6.9% (n = 360,000); AID 588342;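 further: potency means the concentration at half of the fitted maximal effect; plate controls were vehicle for no effect and reference inhibitor for full effect; nearly all actives have a fitted effect of over 55% in size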
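Biochemical qHTS of compounds, final roughly 60 µM downward over six points, against 10 nM purified firefly luciferase using Km concentrations of substrates (10 uM D-luciferin, 10 uM ATP) in Tris acetate pH 7.5 buffer; luminescence output.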
Rab9 promoter act = activators of Rab9 promoter; Potency, µM (highest dose often 9.22 µM), inactives show top-dose activation, negative = inhibition, most hits filed as activators; actives 2.8% (n = 320,000); Huh7 Rab9 promoter-luciferase reporter, luminescence, 24 h; further: potency means the concentration at half of the fitted maximal effect; % of control where 0% means no effect; nearly all actives have a fitted effect of over 60% in size
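Luminescence from Amplite-detected luciferase (10 minutes, ambient) reports Rab9 promoter activation. Before that, stable Rab9-luciferase Huh7 cells (1500/well, reduced-serum OP-MEM I plus 10% FBS) were exposed to compound for 24 hours at 37C.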
Starred values were filed as active, the others as inactive; ? = inconclusive; / = not tested or not shown; & = joins results of further samples; [ ] = dose if it differs, or a comment. Unless noted, the call rests on the fitted dose curve; in most records, active means well fitted curve in the direction sought with a large enough effect; inconclusive means small, poorly fitted or top-dose-only effect, or another doubt; inactive means no such curve, though single readings can be large; an effect the other way counts as inactive or inconclusive. The list is partial; rates above refer to the full screens.

SMILES	BRCA1 expr up	RORgamma inh	NPC1 prom act	PKM2 activator	Giardia killer	VP16 counter	ELG1 genotox	Menin MLL FP TR	p53 reactivation	FLuc modulator	Rab9 promoter act
CC(C)CCn1c(=O)c(C(=O)Nc2ccccc2S(N)(=O)=O)c(O)c2ccccc21	-70%	-17%	2%	6%	-6	?	-4%	?	19%	-2%	-3%
S=C1Nc2ccccc2Sc2ccccc21	0%	2µM*	-2%	10%	-2	5µM*	-7%	18%	-7%	-14%	-5%
Nc1ncc2[nH]cnc2n1	-18%&12%	/	-1%&0%	/	0&-24	/	0%&4%	/	8%&0%	-3%&-1%	2%&-2%
O=C(CCS(=O)(=O)c1ccc(Br)cc1)N1CCC2(CC1)OCCO2	62%	22%	2%	-3%	-4	12%	13%	-2%	20%	-1%	2%
Cc1csc(NC(=O)C2CCCN(S(=O)(=O)c3ccc4c(c3)oc(=O)n4C)C2)n1 (stereo not drawn)	1%	-11%	8%	?	10	?	0%	-1%	-1%	10%	-6%
CC(C)CC(NC(=O)C1CCCCC1)C(=O)N1CCC2(CC1)OCCO2 (stereo not drawn)	-3%	10%	5%	-7%	-2	3%	-2%	-6%	-4%	1%	4%
Cc1cc(OCC(=O)Nc2cc(C)nn2-c2ccccn2)c2c3c(c(=O)oc2c1)CCC3	/	1%	?	4%	/	0%	2%	-1%	-1%	8%	0%
CN1CCN(C(=O)COc2ccc(S(=O)(=O)Nc3ccc(F)cc3)cc2)CC1	-6%	-20%	7%	-7%	0	9%	-3%	/	-2%	0%	3%
CN1C(=O)C(=Cc2ccccc2Oc2ccc(Cl)c(F)c2)C(=O)N(C)C1=O	-24%	33%	-6%	0%	10	-2%	4%	16%	-5%	?	-4%
COc1ccc(CN2CCN(C(=O)Cc3ccccc3)CC2)cc1Br	-17%	20%	5%	0%	0	-12%	0%	-22%	?	-2%	0%
Cc1ccc2[nH]c(C)c(CCNCc3cccnc3)c2c1	-28%	3%	0%	0%[0.46 µM]	-9	-4%	-1%	4%	1%	6%	-1%
CC(=O)OC1N=C(c2ccccc2Cl)c2cc(Br)ccc2N(C)C1=O (stereo not drawn)	-15%	13%	-2%	0%	30[activator]	0%	0%	/	-5%	2%	-3%
CNc1ccc2nc3ccccc3[n+](C)c2c1	-85%[inhibitor]	-41%	-43%[inhibitor]	/	-22	-16%	-6%	?	-18%	17µM*	-22%[1.84 µM]
O=C(Cn1c(=S)[nH]c2ccccc2c1=O)N1CCC2(CC1)OCCO2	5%	-11%	0%	0%	4	-4%	0%	-6%	-1%	0%	5%
C#C[C@]1(O)CC[C@H]2[C@@H]3CCC4=CC(=O)CC[C@]4(C)[C@H]3CC[C@@]21C	0%	-7%	0%	-1%	16	-4%	1%	6%	-2%	-2%	2%
O=C(N/N=C\C1C(=O)NC(=S)N(c2ccccc2)C1=O)c1ccc(O)cc1 (stereo not drawn)	30%	1.4µM*	-5%	4%	-10	2.5µM*	9%	?	29%	1%	-7%
O=C(Cc1ccccc1)N1CCN(Cc2ccc(F)cc2)CC1	14%	-3%	-2%	1%	27	-9%	-5%	-1%	3%	1%	2%
CCNC(=S)N(C)CCc1cc2c(c(OC)c1C=C1C(=O)N(C)C(=O)N(C)C1=O)OCO2	-3%	-33%	-3%	-3%	1	0%	2%	1%	4%	5%	-5%
CCP(=S)(CC)c1ccc(N(C)C)cc1	0%	?	-6%	-2%	-11	0%	-4%	12%	1%	-1%	-33%[inhibitor]
CCOP(=O)(OCC)C(NC(=O)c1cccc([N+](=O)[O-])c1)C(Cl)(Cl)Cl (stereo not drawn)	-23%	-1%	2%	-3%	13	2%	-2%	/	1%	0%	-1%
COC(=O)C1=C(c2ccc(F)cc2OCc2ccccc2)C[C@@H]2CC[C@H]1N2C(=O)NCc1ccc(C)cc1	-75%	/	-11%	/	5	/	-11%	/	-3%	0%	-8%
Nc1nc(SCc2ccc(Cl)cc2Cl)n[nH]1	?	?	20%	12%	11	22%	21µM*	21%	3%	?	21%
C=CCn1c(O)c(C=NCCCn2ccnc2)c(=O)[nH]c1=O	-11%	-4%	8%	-21%	1	-4%	-7%	/	-5%	2%	-11%
S=P(NC1CCCCC1)(N1CC1)N1CC1	-5%	-1%	2%	2%	-2	-6%	-2%	-10%	-2%	2%	-3%
CN(C)S(=O)(=O)c1cc(NC(=O)C[N+]23CCN(CC2)CC3)ccc1Cl	-3%	-13%	8%	-2%	-9	-8%	2%	-7%	0%	-2%	-2%

More structures.
SMILES	BRCA1 expr up	RORgamma inh	NPC1 prom act	PKM2 activator	Giardia killer	VP16 counter	ELG1 genotox	Menin MLL FP TR	p53 reactivation	FLuc modulator	Rab9 promoter act
COc1ccc(OC)c(CNCCc2ccc(OC)c(OC)c2)c1	1%	-25%	1%	0%	21	5%	-3%	-12%	-9%	-1%	-1%
O=C(Oc1ccc(C(=S)N2CCOCC2)cc1)c1ccc([N+](=O)[O-])cc1[N+](=O)[O-]	0%	-29%	-2%	4%	-11	-8%	-1%	6%	?	0%	3%
Cc1cccc(-n2c(O)c(/C=N/N3CCOCC3)c(=O)[nH]c2=S)c1	-6%	9%	-1%	5%	-6	-8%	2%	9%	17%	3%	-2%
CC(=O)c1cn(Cc2ccc(C#N)cc2)c2ccccc12	-30%	34%	-7%	4%	-6	-2%	-7%	6%	-2%	-2%	2%
COC(=O)C1=C(c2ccc(OC)c(OC)c2)C[C@@H]2CC[C@H]1N2C(=O)N1CCC(C)CC1	0%	/	0%	/	2	/	1%	/	-5%	8%	-4%
Cc1cccc(-n2c(C)nc3ccccc3c2=O)c1C	3%	13%	-1%	1%	-2	-6%	-2%	-8%	-5%	1%	-2%
CCOc1ccccc1N1C(=O)NC(=O)/C(=C/c2ccc3c4c(cccc24)CC3)C1=O	0%	-13%	-6%	0%	-18	-1%	5%	?	5%	?	0%
COC(=O)C1=C(c2ccc(OCc3ccccc3)cc2)C[C@@H]2CC[C@H]1N2C(=O)NCc1ccc(N(C)C)cc1	-3%	/	-4%	/	8	/	0%	/	-7%	-3%	-20%
Cc1cc(C=C2C(=O)NC(=O)NC2=O)c(C)n1-c1cccnc1	-1%	-19%	2%	-5%	-10	-3%	3%	/	-2%	?	0%
CN1CCN(C(=S)SCC(=O)Nc2ccc(Cl)cc2C(=O)c2ccccc2)CC1	-74%	-1%	-9%	5%	17	-9%	-14%	-10%	-14%	3%	0%
Cc1cccc(-n2c(O)c(C=Nc3ccc(Br)cn3)c(=O)[nH]c2=O)c1	12%	?	-9%	1%	-3	-23%	-8%	-10%	-3%	0%	-4%
CCOC(=O)COc1ccc2c(c1)c(C(C)=O)c(C)n2Cc1ccccc1	0%	-18%	-5%	0%	-9	-10%	-1%	1%	-3%	-11%	0%
COC(=O)C1=C(c2cccc(C#N)c2)C[C@@H]2CC[C@H]1N2C(=O)NCCc1ccccc1	-17%	/	-1%	/	-17	/	0%	/	-9%	-1%	2%
C[C@H]1CCC/C=C/[C@@H]2C[C@H](O)C[C@H]2[C@H](O)/C=C/C(=O)O1	?	17%	-32%&-34%[inhibitor]	/	-17&48	-4%	-33%&-35%[inhibitor]	0%	6%&17%	6%&6%	-39%&-43%[inhibitor]
COc1ccn(C)c(=O)c1C#N	14%	8%	-7%	-1%	1	1%	-4%	10%[24.8 µM]	4%	-2%	2%
Cn1c(O)c(C=Nc2ccccc2-c2ccccc2)c(=O)n(C)c1=O	0%	0%	-1%	-3%	-3	-5%	1%	/	-2%	?	-4%
NS(=O)(=O)c1ccc(-c2ccc(C=C3C(=O)NC(=O)NC3=O)o2)cc1	-21%	5%	4%	2%	0	-4%	4%	43%[activator]	16%	?	-3%
Cc1nc2ccc(Cl)cc2c(=O)n1-c1ccc([N+](=O)[O-])cc1	-30%	3%	?	-1%	-6	-5%	-4%	13%	9%	4%	-3%
Cc1cccc(C2=NCC(=O)N(CC(=O)NCc3ccco3)c3sc4c(c32)CCCC4)c1	-60%	25%	-3%	?	16	-21%	-13%	-11%	-21%	4%	2%
CCOC(=O)c1c(C)n(COCCO)c2ccc(O)cc12	3%	1%[10 µM]	8%	-3%	-13	-5%	2%	0%	-4%	-8%	3%
CCCCCn1c(=O)c(C(=O)NCCc2ccccc2)c(O)c2ccccc21	-17%	?	0%	-2%	-1	?	-12%	17%	9%	3%	-1%
CCCC/C(=N\O)c1c[nH]c2ccccc12	6%	18%	-1%	1%	0	14%	0%	31%[activator]	0%	1%[2.3 µM]	-3%

Screening results: PubChem BioAssay, National Center for Advancing Translational Sciences (NCATS)
